Dynein cargo inh: inhibitors of GR-EGFP nuclear translocation, primary screen, dynein cargo transport inhibitor project, imaging, high-content, 3617.4 mouse cells; test concentration mostly 20 µM; stimulated with dexamethasone, 1 µM; stronger effect = lower value; 220,000 tested, 0.47% active; z-score, hits read low;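 active means plate z-score of nuclear minus cytoplasmic receptor signal below a set negative limit, without overly bright fluorescence or cell loss, cut at about -3.5 in these data, passing the limit was not always enough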;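 further: z-score of nuclear minus cytoplasmic ring GR-EGFP intensity difference per well; some compounds called inactive have numbers as strong as hits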
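Buffer or medium: tet-free medium with charcoal-stripped serum / Also added: dexamethasone agonist, 1.0 µM final, for 30 min / Timing: induction 48 h, compound 1 h, agonist 30 min / Measured by: high-content fluorescence imaging after fixation / Read-out: nuclear-to-cytoplasmic GR-EGFP distribution per well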
Lipid droplet: inhibitors of hepatocyte lipid droplet formation, primary screen, imaging, high-throughput imaging, BODIPY stain. AID 1656, 2009. AML12 mouse hepatocytes, oleate lipid droplets. 240,000 tested, 0.4% active. inhibition, % at 6.5 µM;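 active means lipid droplet intensity inhibited by at least 50%, with more than 500 cells counted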
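Test system: AML12 hepatocytes (mouse); reagent: oleate loading, 100 µM; dosing: one dose, 6.5 µM compound; incubation: overnight exposure; signal: fluorescence imaging, 20x objective, two fields per well; read-out basis: % inhibition of corrected integrated BODIPY droplet signal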
MT stabilizer: microtubule stabilizers in HeLa cells, primary screen, imaging, high-content imaging; % tubulin-high responders, % at 10 µM; HeLa tubulin immunostaining HCS, 24 h; share of cells brighter than vehicle mean+2SD; 200,000 tested, 0.83% active;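 active means plate Z-score above 3 for both tubulin-high and condensed-nucleus cell shares, with cell loss under 80%, at 10 µM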;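 further: anti alpha tubulin signal scored within the nucleus-defined area of each cell; some results filed as inactive read as strong as hits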
Insulin prom up: insulin promoter activators in MIN6 cells, imaging, high-content screening, mouse beta cells | z-score at 5 µM | MIN6 insulin promoter-GFP reporter; stronger effect = higher value | 190,000 tested, 0.3% active | AID 1625, 2009;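 active means z-score above 3 at 5 µM with at least 500 cells counted in the well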
XIAP displacement: XIAP antagonists, biochemical, IAP family, fluorescence polarization (AID 1018). E3 ubiquitin-protein ligase XIAP (Homo sapiens). XIAP BIR domain, fluorescence polarization peptide displacement; higher % means a stronger effect. one-dose displacement, % at 20 µM; IC50 in µM for titrated hits. 200,000 tested, 0.007% active; in the data active means displacement above about 50%; further: a part of the inactive calls stands beside numbers as strong as those of hits
CSM14.1 death rescue: rescue of cells from ER stress-induced death, primary screen, 384-well, CSM14.1, thapsigargin, ATP luminescence (AID 1222) | CSM14.1 thapsigargin-induced death rescue, ATP luminescence; higher % means a stronger effect | cellular ATP content (survival), % at 20 µM, or EC50 in µM where a hit was titrated | 190,000 tested, under 10 active;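 active means EC50 below 50 µM in the dose-response confirmation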;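 further: death triggered by thapsigargin at about 15 µM added after 2 h compound pretreatment; cell ATP read after overnight thapsigargin exposure of roughly 18 to 22 hours; normalized against plate controls of thapsigargin alone and 5% DMSO vehicle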
Autophagy mod: autophagy modulators in MEF cells, primary screen, imaging, high-content, MEF GFP-LC3. MEF GFP-LC3 puncta imaging; test concentration mostly 10 µM. calls only at 10 µM (by protocol). 190,000 tested, 0.98% active. AID 463193, 2010;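 active means percentage of spot-positive cells more than 3 SD above its plate mean, without a fluorescence outlier flag or 80% toxicity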;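 further: spot-positive cell cutoff set from DMSO-treated cells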
b-catenin transl: modulators of beta-catenin nuclear translocation, primary screen, imaging, HeLa cells, immunofluorescence, high-content | 190,000 tested, 0.3% active | AID 1665, 2009 | nuclear translocation activity, % at 5 µM;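 active means nuclear translocation activity above 50% at 5 µM, with a well cell count of 50 or more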;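 further: per-cell ratio of nuclear to cytoplasmic median beta-catenin stain intensity; plate controls were DMSO negative control for no effect and GSK-3 inhibitor IX positive control for full effect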
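Test system: human HeLa cell line; Doses: 5 µM primary, 0.02–20 µM confirmation; Incubation: 24 h compound exposure, 37°C; Detection: beta-catenin immunofluorescence imaging with DAPI; Read-out: beta-catenin nuclear/cytoplasmic ratio, % activation.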
WT yeast gro inh: growth inhibition of WT strain, primary screen, mitochondrial fusion inhibitor project, WT and mutant strains, chemical genetic; mitochondrial fusion phenotypic screen; 190,000 tested, 2.1% active; inhibition, % at 10 µM; in the data active means inhibition above about 58%; tested in S. cerevisiae
WT yeast gro inh mutant strain: recorded beside WT yeast gro inh, whose call it bears; inhibition, %; mitochondrial fusion phenotypic screen, mutant strain inhibition
Dynein cargo inh cytoplasmic EGFP: recorded beside Dynein cargo inh, whose call it bears; z-score; measured here: cytoplasmic GR-EGFP intensity; stronger effect = higher value
Dynein cargo inh nuclear GR-EGFP: further read-out of Dynein cargo inh, marked with its call; z-score; measured here: nuclear GR-EGFP intensity;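 lower value marks the stronger effect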
Dynein cargo inh cell count: further read-out of Dynein cargo inh, marked with its call; z-score; measured here: cell count per field
Insulin prom up cell count: recorded beside Insulin prom up, whose call it bears; cell count; measured here: cytotoxicity, nuclei count;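 total cells summed across four imaged fields per well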
Lipid droplet cells 6.5 µM: second read-out of Lipid droplet, no call of its own (marks repeat the call); cell count; measured here: cell count, cytotoxicity flag;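 cells counted across two imaged fields per well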
b-catenin transl cell count 5 µM: further read-out of b-catenin transl, marked with its call; cell count; measured here: cell count, cytotoxicity flag
MT stabilizer Hoechst-high %: recorded beside MT stabilizer, whose call it bears; % Hoechst-high responders; measured here: nuclear condensation Hoechst responders;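 share of cells brighter than vehicle mean plus two SD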
MT stabilizer cytotoxicity %: further read-out of MT stabilizer, marked with its call; toxicity, %; measured here: cytotoxicity by cell density;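 0% = mean cell density of plate MIN control wells and 100% = no cells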
Autophagy mod cell loss 18 h: also measured in Autophagy mod; calls as there; toxicity, %; measured here: cell loss, nuclei count;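 cell loss after 18 h compound exposure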
Numbers without * were called inactive; i = inactive; / = not tested or not shown.

Compound,Dynein cargo inh,Dynein cargo inh cytoplasmic EGFP,Dynein cargo inh nuclear GR-EGFP,Dynein cargo inh cell count,Lipid droplet,Lipid droplet cells 6.5 µM,MT stabilizer,MT stabilizer Hoechst-high %,MT stabilizer cytotoxicity %,Insulin prom up,Insulin prom up cell count,XIAP displacement,CSM14.1 death rescue,Autophagy mod,Autophagy mod cell loss 18 h,b-catenin transl,b-catenin transl cell count 5 µM,WT yeast gro inh,WT yeast gro inh mutant strain
c1ccc(-c2nnc(N3CCOCC3)nc2-c2ccccc2)cc1,1.5,-0.33,0.25,0.52,/,/,6.2,1.2,0.8,-0.54,1187,-3.6%,0.2%,i,7,-6.3,960,29,-3
O=C(CCCCCCCC(=O)NNC(=O)Nc1ccccc1)NNC(=O)Nc1ccccc1,0.38,-0.25,0.094,0.095,0,681,4.0,2.7,6.3,0.04,1177,-0.2%,-2.1%,i,8,0.6,928,-6,-1
CCC(=O)Nc1nnc(-c2ccco2)o1,1.9,-0.014,1.6,-1.2,/,/,1.2,3.7,14,0.58,1020,-12%,-0.3%,i,5,-6.5,1146,6,10
Cn1c(CN2CCC(C(N)=O)CC2)c(C#N)c2ccccc21,0.2,-0.29,0.32,0.99,0,712,1.3,1.7,1.8,0.46,1266,-6.1%,0.3%,i,-3,-1.8,1186,11,11
Cc1cc(-c2onc(C)c2C(=O)Nc2ccc(C(F)(F)F)cc2)no1,-0.51,-0.3,-0.47,0.81,10,635,/,/,/,1.3,1459,/,/,/,/,-2.6,1168,/,/
Oc1ccc(C(c2nnnn2C2CCCC2)N2CCc3ccccc3C2)cc1 (stereo not drawn),0.1,-0.31,0.074,-0.072,/,/,4.9,3.3,9.2,-0.47,1171,-6.2%,-1.6%,i,2,-1.4,854,25,21
CC(=O)N1CCN(C(=O)COc2ccc(N(C)S(=O)(=O)c3cccs3)cc2)CC1,-0.16,-0.22,0.051,0.085,-2,712,1.6,2.0,7.5,-0.55,1248,-1.0%,-7.1%,i,13,0.7,1150,-16,-1
COc1ccc(C)cc1S(=O)(=O)N(C)CC(=O)N1CCC(C)CC1,-0.66,0.053,-0.75,-0.17,-33,727,3.5,1.9,7.4,0.62,1143,-4.3%,0.6%,i,-1,-2.7,1140,-2,-5
Cc1ccc(N2C(=O)CC(NNc3nc4ccccc4s3)C2=O)cc1 (stereo not drawn),2.8,-0.3,1.1,-1.3,1,617,2.8,1.6,8.8,0.07,1411,0.1%,3.1%,i,5,-2.4,514,16,-2
CCOC(=O)N1CCN(C(=O)C2CC(c3cc(OC)ccc3OC)=NO2)CC1 (stereo not drawn),-0.28,-0.21,-0.024,0.28,/,/,2.5,2.1,0.3,0.53,1219,-1.1%,-1.1%,i,-5,-3.1,760,-10,-5
Cc1ccccc1CSc1nnc(-c2ccncc2)o1,0.34,-0.068,0.89,-1.4,22,668,3.8,2.8,5.2,-0.54,1457,-4.1%,0.4%,i,0,-2.1,1045,-3,10
C1CC(CN2CCOCC2)CN(c2nc3nonc3nc2N2CCSCC2)C1 (stereo not drawn),-0.82,-0.25,-0.27,1,-6,592,1.6,1.2,0.7,-0.04,1492,-2.5%,-1.0%,i,5,0.3,1528,10,9
CC(C)(C)NC(=O)C(=O)NN=C1CCCCCC1,-0.019,-0.23,0.041,0.3,11,687,3.1,1.5,5.7,0.1,1572,0.4%,0.7%,i,3,0.2,1497,-4,-5
Cc1cccc(NC(=O)Cn2cc(C(=O)c3ccco3)c3ccccc32)c1,-1.5,-0.4,-0.46,1.8,/,/,3.8,1.8,6.1,-0.59,1400,-4.7%,-0.9%,i,-13,1.7,1417,-15,-4
Cc1nnc(SCC(=O)c2ccc(Cl)cc2)s1,-0.084,-0.21,0.088,0.66,17,704,3.7,2.3,8.9,0.13,1101,-2.2%,-1.0%,i,16,-0.4,1026,-6,10
COC(=O)Nc1ccc(S(=O)(=O)N2CCCc3cccc(O)c32)cc1,-0.89,-0.27,-0.3,0.46,23,711,2.4,3.8,0.2,0.54,1459,-3.6%,-1.7%,i,5,-0.4,1042,6,-9
N#Cc1c(N)nc2c(c1N)CC(=O)N2c1ccc(Cl)cc1,-0.24,-0.26,-0.097,1.8,8,793,1.9,1.8,7.5,-0.5,1029,-2.8%,2.8%,i,-3,3.0,1240,21,28
CC1=NN(S(=O)(=O)c2ccc(Cl)cc2Cl)C(=O)c2ccccc2O1,-0.42,-0.25,0.28,0.021,0,679,/,/,/,-0.89,956,/,/,/,/,-1.1,1324,/,/
O=C(c1cccc(C(F)(F)F)c1)N1CCC(O)(CS(=O)(=O)Cc2ccccc2Cl)CC1,-0.87,-0.13,-0.3,0.43,/,/,1.3,1.3,14,1.2,1699,0.3%,-0.2%,i,-3,-0.1,1375,-4,28
C=C(C)c1cccc(C(C)(C)NC(=O)N2CCCC2)c1,-0.23,-0.27,-0.44,0.78,13,732,4.1,2.4,4.5,-0.04,1240,-4.9%,-0.5%,i,-4,0.6,1108,13,7
CCOC(=O)c1c(NC(=O)C2COc3ccccc3O2)sc(C)c1C (stereo not drawn),0.67,-0.23,0.22,0.61,-5,716,2.1,1.8,3.2,-1.1,770,4.2%,1.9%,i,-3,-3.5,1276,46,5
COc1ccc(-n2c(=O)c3c(C)c(C)sc3n(Cc3ccc(F)cc3)c2=O)c(OC)c1,0.35,0.2,0.41,0.13,-34,720,2.3,1.1,6.2,0.22,1331,-2.4%,0.6%,i,23,-0.7,1035,26,13
O=c1[nH]c2ccc(NC(=S)NCCc3ccccc3)cc2[nH]1,-0.16,-0.12,0.56,-1.5,34,659,/,/,/,1,1041,/,/,/,/,-0.2,1238,/,/
COc1ccc(CCNC(=O)C(=O)NCCCN2CCOCC2)cc1,0.37,-0.29,0.48,0.55,-10,762,4.4,1.4,22,0.68,1633,-7.2%,-1.9%,i,16,-0.6,838,9,2
CSC1=N/C(=C\c2ccc3c(c2)OCO3)C(=O)S1,-0.063,-0.23,-0.89,-0.12,/,/,2.3,1.6,4.5,-1.1,1440,-1.8%,1.9%,i,0,-0.6,1331,6,0
CCOc1ccc2c(c1)C(N(CCN1CCOCC1)C(=O)Nc1ccc(OC)cc1OC)CC(C)(C)O2 (stereo not drawn),-0.37,-0.089,-0.15,0.35,-20,699,1.0,1.4,7.9,/,/,-4.0%,-1.9%,i,46,1.2,604,2,3
O=C(CN1CCN(Cc2ccccc2)CC1)c1ccc(Br)cc1,-1.3,0.0094,-0.64,0.27,/,/,1.8,2.0,6.6,0.17,1668,0.8%,-0.7%,i,-6,-1.4,1555,5,-1
CCCc1nc2sc3c(c2c(=O)n1NC(=O)c1ccco1)CC(C)(C)OC3,1.7,-0.21,1.2,-1.6,-5,734,4.6,4.1,13,0.19,1238,-3.6%,-2.6%,i,8,/,/,-12,-5
CCCN(CCC)CCNC(=O)c1cc2c(=O)n(C)c3ccccc3c2n1C,0.14,-0.26,0.2,0.35,-12,613,2.8,3.2,4.1,-0.86,1922,-0.8%,-2.3%,/,/,2.2,1037,11,2
COc1cccc(C(=O)CC(=O)C(=O)Nc2cc(Cl)c(OC)cc2OC)c1,-1,-0.28,-0.6,0.9,-5,709,2.6,1.4,3.2,1.2,1204,-5.9%,-0.9%,i,-24,-1.7,1153,9,9
O=C(c1cncc(Br)c1)N1CCCc2ccccc21,-0.91,-0.25,-0.61,0.76,-1,774,4.3,2.9,6.2,-0.66,1340,-0.9%,-1.3%,i,-4,-1.2,1057,6,-1
O=c1/c(=C/c2cccc3ccccc23)sc2ncnn12,-1,-0.37,-0.25,0.7,/,/,4.1,2.1,12,-0.22,1271,-2.6%,-0.4%,i,-3,1.2,701,8,17
CN(C)S(=O)(=O)N1CCC(CO)(CCc2ccccc2)CC1,-0.38,-0.35,-0.11,0.31,-6,735,4.2,1.4,12,0.26,1498,-5.8%,-0.2%,i,-16,0.2,1010,-7,-11
Cc1noc(C)c1/C=N/Nc1ccc2ccccc2n1,0.16,-0.19,0.94,-1,-9,561,3.0,1.7,6.8,-0.71,1236,-3.3%,/,i,-1,-3.1,1117,12,12

2 of the compounds above, with values under each structure:
Results follow in this order: Dynein cargo inh	Dynein cargo inh cytoplasmic EGFP	Dynein cargo inh nuclear GR-EGFP	Dynein cargo inh cell count	Lipid droplet	Lipid droplet cells 6.5 µM	MT stabilizer	MT stabilizer Hoechst-high %	MT stabilizer cytotoxicity %	Insulin prom up	Insulin prom up cell count	XIAP displacement	CSM14.1 death rescue	Autophagy mod	Autophagy mod cell loss 18 h	b-catenin transl	b-catenin transl cell count 5 µM	WT yeast gro inh	WT yeast gro inh mutant strain
- O=C(c1cccc(C(F)(F)F)c1)N1CCC(O)(CS(=O)(=O)Cc2ccccc2Cl)CC1
 : -0.87	-0.13	-0.3	0.43	/	/	1.3	1.3	14	1.2	1699	0.3%	-0.2%	i	-3	-0.1	1375	-4	28
- O=C(CN1CCN(Cc2ccccc2)CC1)c1ccc(Br)cc1
 : -1.3	0.0094	-0.64	0.27	/	/	1.8	2.0	6.6	0.17	1668	0.8%	-0.7%	i	-6	-1.4	1555	5	-1

Assay outcomes from PubChem BioAssay.

Compounds were not picked by outcome; 4% or so of the library scored in one or more.
